KCNK3 block = human KCNK3 channel inhibition, primary screen; CHO-KCNK3 thallium flux, FluxOR fluorescence; hits give low values; B-score at 10 µM; 340,000 compounds, 0.84% hits; AID 602410;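 active = B-score under library mean minus 4 SD, starting fluorescence ratio at most library mean plus 5 SD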;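 note: more negative B-score means stronger inhibition of thallium flux through KCNK3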
Target sequence (O14649 whole entry, looked up): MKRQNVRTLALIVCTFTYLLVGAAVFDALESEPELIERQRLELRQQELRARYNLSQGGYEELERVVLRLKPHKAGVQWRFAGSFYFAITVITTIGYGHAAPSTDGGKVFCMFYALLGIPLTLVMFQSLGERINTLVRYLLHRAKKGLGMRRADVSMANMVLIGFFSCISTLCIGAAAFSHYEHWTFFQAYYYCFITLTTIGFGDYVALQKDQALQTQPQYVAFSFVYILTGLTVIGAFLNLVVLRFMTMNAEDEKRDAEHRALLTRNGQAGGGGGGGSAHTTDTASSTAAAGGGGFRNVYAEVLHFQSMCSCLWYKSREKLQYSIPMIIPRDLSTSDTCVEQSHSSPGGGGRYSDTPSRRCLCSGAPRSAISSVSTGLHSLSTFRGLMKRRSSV
RGS4 act = RGS4 potentiation or activation. B-score at 10 µM. 310,000 compounds, 0.92% hits. AID 463111. HEK293 M3R/inducible RGS4, carbachol calcium flux Fluo4; hits give low values;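 active = B-score of the integrated calcium signal more than 4 SD below the library mean, with starting fluorescence not abnormally high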;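 note: negative B-score means reduced calcium response which marks RGS4 activation or potentiation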
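System – HEK293 FlpIn-TREx cells, stable M3R, doxycycline-inducible RGS4 · Reagent – ECmax carbachol challenge · Times – compound preincubation 20 min at room temperature before agonist · Technique – Fluo4 fluorescence kinetic imaging of calcium · Measure – B score of integrated Fluo4 ratio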
SKKanGAS inh = inhibitors of SKKanGAS S. pyogenes growth in kanamycin (SK-promoter or general growth effect); BacTiter-Glo, 6 h; AID 1662; 300,000 compounds, 1.3% hits; inhibition, % at 7.5 µM;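 active = mean replicate score, as percent of positive control median, at least 50; inconclusive = mean below 50 but one replicate at or above 50; inactive = mean and every replicate below 50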;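 note: strain carries kanamycin resistance gene driven by streptokinase promoter and grows in 40 µg/ml kanamycin; loss of luminescence reflects streptokinase promoter inhibition or plain growth inhibition; 0% = median of DMSO wells and 100% = positive control at its reference dose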
HDAC3 inh = blocks human histone deacetylase 3; recombinant HDAC3, fluorogenic peptide/trypsin coupled, fluorescence; O15379; 320,000 compounds, 0.15% hits; inhibition, % at 8.3 µM; in the data active = inhibition above about 26%, passing the limit was not always enough; inconclusive = no clear call, values can overlap the other calls
ANO1 block = inhibitors of mouse TMEM16A calcium-activated chloride channel; Q8BHY3; HEK293 TMEM16A/YFP iodide influx fluorescence, ionomycin; normalized B-score (activity score, 25-100; higher = stronger inhibition) at 10 µM; 310,000 compounds, 1.2% hits; AID 588511;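 active = ratio plate-corrected score three or more library SD toward inhibition, starting fluorescence score within five deviations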;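 note: score derived from kinetic fluorescence span divided by baseline fluorescence per well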
hERG protect = hERG (human) protection from proarrhythmic block; Q12809; CHO-hERG, FluxOR thallium flux, dofetilide IC70 present; activation (rescue from dofetilide block), less the hit threshold, % at 10 µM; 310,000 compounds, 0.51% hits;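 active = activation above the mean of controls blocked by dofetilide plus 5 SD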;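 note: thallium influx through hERG after potassium depolarization seen as dye fluorescence rise; in these data hits start at about 4.7%; inactives centre near -7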
RGS4 inh = inhibitors of human RGS4; 310,000 compounds, 0.45% hits; HEK293 M3R/RGS4 inducible, Fluo-4 calcium flux; hits give high values; triggered by carbachol at its EC20; B-score at 10 µM;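 active = B-score, a plate-corrected calcium signal, over three deviations above library mean, with baseline fluorescence within five deviations of library mean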;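 note: RGS4 expression induced by doxycycline in cells with stable M3 receptor; B-score is computed from the integrated fluorescence ratio over baseline after carbachol; higher B-score means a larger calcium signal and so more RGS4 inhibition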
Target sequence (P49798 whole entry, looked up): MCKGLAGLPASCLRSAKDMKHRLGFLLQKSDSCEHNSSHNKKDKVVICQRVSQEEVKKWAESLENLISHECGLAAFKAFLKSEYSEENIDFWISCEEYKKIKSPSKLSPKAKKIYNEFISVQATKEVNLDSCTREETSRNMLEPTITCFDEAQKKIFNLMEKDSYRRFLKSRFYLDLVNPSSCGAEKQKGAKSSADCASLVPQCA
KCNQ1 act = potentiators or activators of human KCNQ1 potassium channel; CHO-K1 KCNQ1, thallium flux FluxOR fluorescence; hits give high values; B-score at 10 µM; 310,000 compounds, 0.35% hits; AID 2648;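 active = fluorescence ratio B-score, a plate-corrected score, at least three library SD, with initial intensity B-score within 5 SD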
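Doses: Single concentration per compound, DMSO matched to controls | Test system: KCNQ1-transfected CHO-K1 cells | Timing: 90 min dye loading and 20 min compound exposure, both at room temperature | Measured by: Kinetic FluxOR thallium fluorescence, 10-s 1-Hz baseline, 110-s post-stimulus read | Medium: Assay buffer with matched DMSO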
KCNQ1 block = inhibitors of human KCNQ1 potassium channel; CHO-K1 KCNQ1, FluxOR thallium flux fluorescence; hits give high values; B-score at 10 µM; 310,000 compounds, 1.3% hits; AID 2642;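 active = compounds whose thallium flux B-score, printed positive for inhibition, exceeds three library SD while starting fluorescence stays within three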;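 note: channel opened by potassium depolarization with thallium stimulus after 20 min compound exposure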
KCNK9 block = human KCNK9 channel inhibition; HEK293 KCNK9, FluxOR thallium flux fluorescence; hits give low values; 310,000 compounds, 1.2% hits; B-score at 10 µM; Q9NPC2;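 active = ratio B-score over 3 SD below the library mean, with starting fluorescence within 5 SD of its mean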;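 note: negative B-score means less thallium flux so channel inhibition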
Target sequence (Q9NPC2 whole entry, looked up): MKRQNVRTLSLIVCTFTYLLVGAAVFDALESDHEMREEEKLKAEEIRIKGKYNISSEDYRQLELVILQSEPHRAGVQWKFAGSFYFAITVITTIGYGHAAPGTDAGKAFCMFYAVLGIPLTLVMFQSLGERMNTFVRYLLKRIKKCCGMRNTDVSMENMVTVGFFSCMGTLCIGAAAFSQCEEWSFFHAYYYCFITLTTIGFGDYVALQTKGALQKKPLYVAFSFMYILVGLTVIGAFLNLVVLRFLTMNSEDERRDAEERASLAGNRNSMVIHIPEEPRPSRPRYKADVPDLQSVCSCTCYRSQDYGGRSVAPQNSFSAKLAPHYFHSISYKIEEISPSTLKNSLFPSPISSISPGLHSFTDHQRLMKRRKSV
TMEM16A act = mouse TMEM16A channel activation, primary screen | B-score at 10 µM | 340,000 compounds, 0.3% hits | HEK293 TMEM16A/YFP-H148Q/I152L, iodide quench fluorescence; hits give low values | Q8BHY3 | AID 623877;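 active = fluorescence-ratio B-score plate-corrected deviation score at least 3 library SD below zero, with starting fluorescence score within 5 deviations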;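 note: channel opened by trigger with iodide after compound preincubation; score built on the fluorescence ratio of max minus min over baseline; more negative score means more quench and so TMEM16A activation or potentiation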
Active calls of the source: *; i = inactive; ? = inconclusive; · = no result given.

canonical_smiles	KCNK3 block	RGS4 act	SKKanGAS inh	HDAC3 inh	ANO1 block	hERG protect	RGS4 inh	KCNQ1 act	KCNQ1 block	KCNK9 block	TMEM16A act
COc1ccc(OCC(O)CNC2CCCC2)cc1 (configuration not stated)	i	i	2	1	i	-6	i	i	i	i	i
COc1ccc(CCNC(=O)COc2ccc(N(C)S(=O)(=O)c3ccc(C)cc3)cc2)cc1	i	i	-5	2	i	-6	i	i	i	i	i
COc1ccc(NC(=O)CNC(=O)c2ccc([N+](=O)[O-])cc2)cc1	i	i	-7	1	i	-14	i	i	i	i	i
CC(=O)Cc1nsc(Nc2ccccc2)n1	i	i	-5	3	i	-7	i	i	i	i	i
CCc1nnc(NC(=O)c2ccc(S(=O)(=O)N3CCCCCC3)cc2)s1	i	i	2	7	i	-10	i	i	i	i	i
COc1ccc(CNC(=O)CCCn2nc(C)c3c(C)n(-c4ccc(C)cc4)nc3c2=O)cc1	i	i	8	-1	i	-8	i	i	i	i	i
CC(C)Cc1ccc(/C(=N/O)C(=O)O)s1	i	i	1	5	i	-4	i	i	i	i	i
COCCNC(=O)C(OC(=O)c1ccco1)c1ccccc1OC (configuration not stated)	i	i	-2	3	i	-11	i	i	i	i	·
O=C(Nc1nnc(SCCN2CCOCC2)s1)C1CC(=O)N(c2ccccc2)C1 (configuration not stated)	i	i	-2	0	i	-6	i	i	i	i	i
COc1ccc(NC(=O)CCN2C(=O)c3ccccc3S2(=O)=O)cc1	i	i	-2	-8	i	-7	i	i	i	i	i
O=C(CC1C(=O)NCCN1Cc1ccc(Cl)c(F)c1)NCCc1cccnc1 (configuration not stated)	i	i	-7	3	i	-14	i	i	i	i	i
COc1cc(-c2nnc(SCc3cc(=O)oc4cc(O)c(O)cc34)o2)cc(OC)c1OC	i	i	-5	-7	i	0	i	i	i	i	i
Cc1ccc(-c2csc(NC(=O)CN3C(=O)CCC3=O)n2)cc1	i	i	1	6	i	-16	i	i	i	i	i
O=C(c1ccccn1)c1ccc2ccccc2n1	i	i	-17	-1	i	-9	i	i	i	i	i
CCN(C(=S)Nc1cccc(C)c1)c1ccccc1	i	i	5	-2	i	-5	i	i	i	i	i
Cc1nnc(N2CCN(c3ccccc3)CC2)[nH]c1=O	i	i	-3	1	i	-9	i	i	i	i	i
O=C(Nc1ccc2c(c1)OCCO2)C1CCCN(S(=O)(=O)c2cnc[nH]2)C1 (configuration not stated)	i	i	1	·	i	1	i	i	i	i	i
O=C(NCc1cccs1)C1CC(c2ccc(Cl)cc2)=NO1 (configuration not stated)	i	i	17	9	i	-12	i	i	i	i	i
CCN(CC)S(=O)(=O)c1ccc(-c2nnc(SCc3nnc(-c4ccc(C)cc4)o3)o2)cc1	i	i	1	4	i	3	i	i	i	i	i
Cc1nn(C)c(C(=O)NNC(=S)Nc2ccc(F)cc2)c1[N+](=O)[O-]	i	i	-7	-1	i	-10	i	i	i	i	i
CCOC(=O)C1=C(C)NC(=O)NC1c1cccc(OC)c1OCc1ccccc1Cl (configuration not stated)	i	i	-8	4	i	-7	i	i	i	i	i
COc1ccc(C(=O)c2nccc3ccccc23)cc1	i	i	17	8	i	-10	i	i	i	i	i
CC[C@@]12C(=O)N(c3ccccc3)C(=O)N1[C@H](c1cccc(C)c1)[C@@H]1C(=O)N(Cc3ccccc3)C(=O)[C@@H]12	i	i	-2	4	i	-4	i	i	i	i	i
CC(C)C(C(=O)Nc1ccccc1F)N1C(=O)c2ccccc2C1=O (configuration not stated)	i	i	-4	-1	i	-2	i	i	i	i	i
Cc1cc(NC(=O)CSc2nc(C(C)C)nc3sc4c(c23)CCC(C)C4)no1 (configuration not stated)	i	i	7	2	i	-8	i	i	i	i	i
CC(=O)N1CCC(C(=O)Nc2ccc3c(c2)CCC3)CC1	i	i	-4	7	i	-3	i	i	i	i	i
CN(C)c1ccccc1C(=O)N1CCC(n2nccc2NC(=O)C2CC2)CC1	i	i	-11	5	i	-6	i	i	i	i	i
COC(=O)CSc1cc(C)nc(NC(C)=O)n1	i	i	-3	2	i	-17	i	i	i	i	i
CC1CN(CCCSc2ccc(Cl)cc2)CC(C)O1 (configuration not stated)	i	i	4	1	i	-14	i	i	i	i	i
CCn1ncc(/C=N\NC(=O)c2ccc3c(c2)c(C)c(C)n3Cc2ccccc2)c1C	i	i	5	?	i	0	i	i	i	-18*	i
CNC(=O)CN(c1cc(OCCOC)c(Cl)cc1Cl)S(=O)(=O)c1ccccc1	i	i	4	3	i	-6	i	i	i	i	i
Cc1ccc2oc(=O)cc(CN3CC(C)OC(C)C3)c2c1 (configuration not stated)	i	i	-2	1	i	1	i	i	i	i	i
CN(CC(=O)Nc1ccccc1Cl)C(=O)CSc1nncs1	i	i	-10	1	i	-5	i	i	i	i	i
COc1ccccc1/C=C(/C(=O)OCC(=O)NCc1ccccc1)c1ccccc1	i	i	16	·	i	-12	i	i	7*	-8*	i
c1ccc(CCNc2ccnc3cc4ccccc4cc23)cc1	i	i	3	·	·	-39	i	i	10*	-7.3*	i
CC(C)N=c1c([N+](=O)[O-])nn(C)n1O	i	i	1	-12	i	0	i	i	i	i	i
CC(C)N(C(=O)COC(=O)c1ccc([N+](=O)[O-])cc1)c1ccccc1	i	i	0	-9	i	-21	i	i	i	i	i
CC1CCCC(NC(=O)CCCn2c(=S)[nH]c3ccccc3c2=O)C1C (configuration not stated)	i	i	1	1	i	-7	i	i	i	i	i
CCOc1ccccc1NC(=O)CSc1ccc(-c2sc(C)nc2C)nn1	i	i	0	2	i	-8	i	i	i	i	i
CCOC(=O)N1CCC(NS(=O)(=O)c2ccc(C)c(Cl)c2)CC1	i	i	5	-2	i	-5	i	i	i	i	i
O=S(=O)(c1ccc(C2CCCCC2)cc1)N1CCN(c2ncccn2)CC1	i	i	6	-13	i	1	i	i	i	i	i
COc1ccc(NC(=O)COc2cccc3c2CCN(Cc2cccnc2)C3=O)c(OC)c1	i	i	10	0	i	-8	i	i	i	i	i
Cc1cc([N+](=O)[O-])nn1Cc1ccc(C(=O)N/N=C/c2ccc(F)cc2)cc1	i	i	-7	2	i	-7	i	i	i	i	i
Cc1cccc(-c2nc(C#N)c(NC3CCCCC3)o2)c1	i	i	3	-23	i	-6	i	i	i	i	i
O=S(=O)(c1ccccc1)N1CCN(CC(O)COc2ccc3c(c2)CCC3)CC1 (configuration not stated)	i	i	16	-3	i	-9	i	i	i	i	i
O=C(C1CC1)N1CCc2cc(Br)cc(S(=O)(=O)NCc3ccccn3)c21	i	i	2	3	i	-11	i	i	i	i	i
O=C(COC(=O)CNC(=O)c1ccc(Cl)cc1Cl)NC(=O)NC1CCCCC1	i	i	-8	5	i	-10	i	i	i	i	i
Cc1cc(C(=S)N2CCOCC2)c(C)n1-c1ccc(F)cc1	i	i	-10	6	i	-7	i	i	i	i	i
Cc1cc(C=O)c(C)n1-c1ccc(N2CCCCC2)c([N+](=O)[O-])c1	i	i	21	-9	i	-9	i	i	i	i	i
CCOc1ccc(NS(=O)(=O)c2cc(NC(=O)CCS(=O)(=O)c3ccc(C)cc3)ccc2OC)cc1	i	i	2	-5	i	-6	i	i	i	i	i
O=C(CS(=O)(=O)c1c[nH]c2ccccc12)N1CCCc2ccccc21	i	i	1	-1	i	-10	i	i	i	i	i
CN(Cc1cnn(C)c1)C(=O)c1sc2cccc(Cl)c2c1Cl	i	i	19	-1	i	-2	i	i	i	i	i
COc1ccc(C)cc1-n1nnnc1SCc1csc(C)n1	i	i	2	-6	i	-10	i	i	i	i	i
CCOc1ccc2ccc(OCC)c(/C=N/n3cnnc3)c2c1	i	i	-14	0	i	-3	i	i	i	i	i
CN1CCN(CC(O)COC(c2ccccc2)c2ccccc2)CC1 (configuration not stated)	i	i	-6	4	i	-7	i	i	i	i	i
Cc1nnc(NC(=O)CC23CC4CC(CC(C4)C2)C3)s1	i	i	3	?	i	-2	i	i	i	i	i
Cc1ccc(C)c(OCCCCn2ccnc2)c1	i	i	-7	-5	i	-3	i	i	i	i	i
C=CCn1c(SC(C)CC)nc(O)cc1=O (configuration not stated)	i	i	52*	-1	i	-5	4.8*	i	i	i	i
COC(=O)CNc1cc(S(=O)(=O)N2CCCCC2)ccc1Oc1ccc(C(=O)OC)cc1	i	i	-5	8	i	-13	i	i	i	i	i
Cc1cnc(NC(=O)Cc2ccccc2Cl)s1	i	i	2	6	i	-4	i	i	i	i	i

Following part.
canonical_smiles	KCNK3 block	RGS4 act	SKKanGAS inh	HDAC3 inh	ANO1 block	hERG protect	RGS4 inh	KCNQ1 act	KCNQ1 block	KCNK9 block	TMEM16A act
COc1ccc([C@@H]2[C@@H]3C(=O)N(C(C)(C)C)C(=O)[C@@H]3[C@]3(CC(C)C)C(=O)N(c4ccccc4)C(=O)N23)cc1	i	i	-5	7	i	-7	i	i	i	i	i
O=C(Nc1ccc(C2CCCCC2)cc1)C1CCN(c2ncccn2)CC1	i	i	2	-5	i	-6	i	i	i	i	i
CCN(CC)CCn1c(=N)n(CC(=O)c2ccc(Br)s2)c2ccccc21	i	-7.8*	0	2	i	-12	i	i	i	i	i
CN(C)C(=O)Cn1cnc2c(cnn2-c2ccc(F)cc2)c1=O	i	i	-3	-2	i	-3	i	i	i	i	i
O=C(O)CSc1ncnc2sc3c(c12)CCC3	i	i	0	-9	i	-8	i	i	i	i	i
O=Cc1c(-c2ccc(F)cc2)nc2ccccn12	i	i	-10	-8	i	-12	i	i	i	i	i
CCCCNCCCOc1cc(Cl)ccc1Cl	i	i	-6	0	i	-6	i	i	i	i	i
CCCCn1nc(NC(=O)CC)c2cc3cc(OC)ccc3nc21	i	i	-3	0	i	-3	i	i	i	i	i
COc1ccccc1-n1nnnc1SCC(=O)N1CCCC1=O	i	i	11	1	i	-9	i	i	i	i	i

Compound activity deposited in PubChem BioAssay by several laboratories.
